# High-throughput results from PubChem BioAssay.
# EPAC2 antag = qHTS for Antagonist of cAMP-regulated guanine nucleotide exchange factor 2 (EPAC2): primary screen; AID 720708, 2013; 360,000 compounds, 0.18% hits; EPAC2 GEF exchange of Rap1B-BODIPY-GDP, fluorescence; Rap guanine nucleotide exchange factor 4 (Homo sapiens), Q8WZA2; Potency, µM (titrated, usually from 114 µM), without a hit: at the top dose activity, negative = inhibition, most hits filed as inhibitors; also: % is scaled to controls: 0 for no effect and ±100 for the full control effect; nearly all actives have a fitted effect of over 45% in size; many of its hits are not listed in these tables
# Target sequence (Q8WZA2 whole entry, looked up): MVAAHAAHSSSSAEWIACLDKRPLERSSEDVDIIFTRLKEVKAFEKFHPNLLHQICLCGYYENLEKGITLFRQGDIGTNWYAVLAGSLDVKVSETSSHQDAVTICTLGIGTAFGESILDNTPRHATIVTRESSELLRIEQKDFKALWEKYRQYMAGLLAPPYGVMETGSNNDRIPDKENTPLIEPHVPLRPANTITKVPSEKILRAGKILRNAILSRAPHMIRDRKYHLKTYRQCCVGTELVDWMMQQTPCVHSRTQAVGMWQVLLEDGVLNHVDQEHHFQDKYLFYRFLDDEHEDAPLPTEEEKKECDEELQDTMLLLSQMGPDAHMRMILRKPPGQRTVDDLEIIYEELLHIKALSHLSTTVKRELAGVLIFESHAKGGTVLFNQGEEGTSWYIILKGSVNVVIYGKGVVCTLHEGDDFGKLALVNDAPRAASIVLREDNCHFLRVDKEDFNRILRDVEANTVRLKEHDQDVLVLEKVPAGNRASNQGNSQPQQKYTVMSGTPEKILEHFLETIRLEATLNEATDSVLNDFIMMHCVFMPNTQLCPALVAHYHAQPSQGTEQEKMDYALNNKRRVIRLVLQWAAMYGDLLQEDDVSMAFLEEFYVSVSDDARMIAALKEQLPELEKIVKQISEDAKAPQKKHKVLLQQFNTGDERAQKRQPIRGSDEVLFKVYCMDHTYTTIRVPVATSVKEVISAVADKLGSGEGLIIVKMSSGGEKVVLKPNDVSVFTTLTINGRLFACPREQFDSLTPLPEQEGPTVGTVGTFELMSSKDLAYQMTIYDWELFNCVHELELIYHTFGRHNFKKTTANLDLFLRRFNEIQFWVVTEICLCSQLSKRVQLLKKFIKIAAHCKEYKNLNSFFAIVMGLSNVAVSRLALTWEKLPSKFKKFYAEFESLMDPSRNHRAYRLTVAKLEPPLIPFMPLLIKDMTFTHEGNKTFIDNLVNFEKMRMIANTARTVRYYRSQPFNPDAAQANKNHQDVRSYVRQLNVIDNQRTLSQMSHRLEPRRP
# ATXN2 expr inh = Primary qHTS for Inhibitors of ATXN expression; 360,000 compounds, 0.72% hits; HEK-293 ATXN2-luciferase reporter, luminescence, 24 h; Potency, µM (highest dose often 57 µM), inactives show top-dose activity change, negative = inhibition, actives largely listed as inhibitors; also: % is scaled to controls: 0 for no effect and ±100 for the full control effect; nearly all actives have a fitted effect of over 55% in size
#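 qHTS (up to 57 uM final) was run with 24 h compound exposure of reporter cells at 37 °C. Each well was multiplexed: SteadyGlo luminescence measured ATXN2-luciferase expression after a fluorogenic Gly-Phe-AFC viability readout (25 uM final).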
# HepG2 viability = qHTS for Inhibitors of TGF-b: Cytotox Counterscreen; HepG2 CAGA-GFP viability, ATP luminescence, 18 h; Potency, µM (highest dose often 46.1 µM), without a hit: top-dose activity change, negative = cytotoxicity, usual class: cytotoxic; 410,000 compounds, 0.76% hits; AID 588856, 2011; also: some results filed as inactive show a strong effect at the top dose
#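 HepG2 CAGA-GFP cells (1000/well, DMEM with 1% FBS) received compound, then TGF-beta at 500 pg/mL final, and were incubated 18 hours at 37 degrees C. Viability was read by CellTiter-Glo luminescence. Media-only wells were set as complete cell-killing and DMSO as no toxicity.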
# A549 viability = Nrf2 qHTS screen for inhibitors: counterscreen for cytotoxicity. A549 ARE-Fluc cells, CellTiter-Fluor viability, 18-24 h. Potency, µM (top dose mostly 46 µM), for inactives: at the highest dose activity change, negative = cytotoxicity, usual class: inhibitors. 390,000 compounds, 0.16% hits; also: % is scaled to controls: 0 for no effect and ±100 for the full control effect
#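 A549 ARE_Fluc cells in 5% FBS OPTI-MEM were exposed to compounds in concentration-response for 18-24 h at 37 deg C. Viability was read by CellTiter-Fluor fluorescence (Ex 405/Em 525) after 30 min, before the luciferase read.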
# S2 tox = Viability Counterscreen for Primary qHTS for Inhibitors of ATXN expression. AID 651635, 2014. S2 cells (HEK-293 line with an ATXN2-luciferase reporter) viability, CellTiter-Fluor protease fluorescence, 24 h. Potency, µM (doses to about 56.7 µM), hits mostly cytotoxic. 400,000 compounds, 0.49% hits; also: nearly all actives have a fitted effect of over 40% in size
# Nrf2 block = Nrf2 qHTS screen for inhibitors; 360,000 compounds, 2.1% hits; AID 504444, 2011; A549 ARE-Fluc reporter, luciferase luminescence, 18-24 h; Potency, µM (titrated, usually from 46 µM), without a hit: top-dose activity change, negative = inhibition, usual class: inhibitors; also: % is scaled to controls: 0 for no effect and ±100 for the full control effect; nearly all actives have a fitted effect of over 60% in size
#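 Cells were seeded and rested 2 h, then exposed to compounds for 18-24 h. CellTiter-Fluor was read first as a viability measure. BugLite was added 15 min before the final luminescent read of ARE-luciferase activity in A549 cells.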
# TGFb SMAD3 inh = qHTS for Inhibitors of TGF-b | 410,000 compounds, 1.2% hits | HepG2 CAGA-GFP TGF-b/SMAD3 reporter, GFP fluorescence, 18 h; TGF-beta stimulated, 500 pg/mL final | Potency, µM (series often up to 46.1 µM), without a hit: top-dose activity, negative = inhibition, most hits filed as inhibitors; also: % is scaled to controls: 0 for no effect and ±100 for the full control effect; nearly all actives have a fitted effect of over 65% in size
#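 Read-out: total well GFP (ex488/em500-530) summed from mean per-cell fluorescence. Cells: HEPG2 CAGA-GFP, 1% FBS DMEM, 18 h at 37 degrees C with 500 pg/mL final TGF-beta. Unstimulated wells served as the full-inhibition control; stimulated DMSO wells = 0%.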
# Nrf2 ARE act = qHTS of Nrf2 Activators. AREc32 ARE-luciferase reporter (MCF7-derived line), luminescence, 24 h. Potency, µM (titrated, usually from 46.1 µM), without a hit: at the top dose activation, hits mostly activators. 410,000 compounds, 0.31% hits. AID 624171, 2012; also: % of control where 0% means no effect; nearly all actives have a fitted effect of over 65% in size
#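 Nrf2 activation is followed as ARE-luciferase induction in the AREc32 line after one day of compound treatment; luminescence is read with Steady-Glo.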
# MCF10A rerep = A quantitative high throughput screen for small molecules that induce DNA re-replication in MCF 10a normal breast cells; AID 624296, 2012; 350,000 compounds, 2.9% hits; MCF 10A DNA re-replication, Hoechst nuclear intensity, 48 h; Potency, µM (series often up to 46.1 µM), inactives show top-dose activity, positive = re-replication, most hits filed as activators; also: % of control where 0% means no effect; nearly all actives have a fitted effect of over 50% in size
# Active calls of the source: *; i = inactive; u = inconclusive; x = not tested or not shown; & = joins results of further samples; [ ] = dose if it differs, or a comment. Calls follow the shape of the dose curve; as a rule, active = well fitted curve in the direction sought with a large enough effect; inconclusive = small, poorly fitted or top-dose-only effect, or another doubt; inactive = no such curve, though single readings can be large; an effect the other way counts as inactive or inconclusive. Potency is read from the fitted curve at half-maximal effect.
SMILES,EPAC2 antag,ATXN2 expr inh,HepG2 viability,A549 viability,S2 tox,Nrf2 block,TGFb SMAD3 inh,Nrf2 ARE act,MCF10A rerep
O=C(CSc1nccn1Cc1ccco1)Nc1cc(C(F)(F)F)ccc1Cl,x,x,-30%,16%,x,x,u,0.2%,x
O=C(Cc1ccc([N+](=O)[O-])cc1)c1c(O)cc(O)cc1O,-9%,x,18%,12%,i,17%,1%,-0.2%,0%
Cc1ccc(C(=O)ONc2ccc(N=O)cc2)cc1,-1%,5%,1%,-1%,i,1%,-1%,0.2%,-2%
COc1ccc(O)c(/C=N/N=C/c2cccc([N+](=O)[O-])c2)c1,3%,6%,0%,-2%,i,10%,-10%,4.1%,16%
COC(=O)c1ccc(C(=O)OC)c(NC(=S)N2CCN(c3ccccn3)CC2)c1,5%,-17%[2.22 µM],1%,-1%,i,3%,-2%,0.6%,-8%
COc1cccc2c1Oc1ncccc1N(C(=O)CCC(=O)NC(C)C)C2,x,9%,8%,0%,i,28%,9%,0.1%,x
CCOc1ccc(C(c2nnnn2Cc2ccccc2)N2CCN(C(=O)c3ccco3)CC2)cc1 (stereo not drawn),-7%,2%,0%,-1%,u,x,-6%,0.1%,7%
O=C(CS(=O)(=O)c1cccc2nsnc12)NCc1ccc(Cl)cc1,x,x,2%,-4%,x,x,-2%,-1.3%,x
CC(C)C[C@H](NC(=O)c1[nH]cnc1C(=O)Nc1ccccc1)C(=O)OC(C)(C)C,-20%,u,-121%,u,u,u,16µM*,-4.7%,u
CCCCNCCS(=O)(=O)NCc1ccccc1OC,9%,4%,-13%,-7%,i,-7%,-4%,0.0%,-7%
CC1COC2C(O1)N(S(C)(=O)=O)CCN2S(C)(=O)=O (stereo not drawn),-1%,6%,-31%,u,i,8%,7%,-0.8%,13%
O=C(c1ccccc1)c1ccc(N2CCN(C(=O)c3cccc(F)c3F)CC2)c(F)c1,-2%,-27%,-34%,-3%,i,u,u,-0.7%,u
Cn1c2ccccc2c2ncn(Cc3ccco3)c(=O)c21,9%,-12%,-14%,-9%,i,-8%,-18%,u,6%
COc1ccccc1N1CCN(C2CC(=O)N(c3cccc(Br)c3)C2=O)CC1 (stereo not drawn),19%,0%,-5%,0%,i,-7%,-7%,0.2%,6%
Cc1cc(C)c(C)c(OCCNCc2ccccc2)c1,-4%,-28%,-33%,2%,u,-9%,-26%,4.1%,u
COc1ccc(CNc2nc3ccccc3n2Cc2ccc(C)cc2)cc1OC,-2%,-16%,-28%,-16%,i,-15%,4%,-0.9%,u
COc1ccc2[nH]cc(CCNC(=O)C3CCCO3)c2c1 (stereo not drawn),0%,-10%,-16%,13%,i,9%,-7%,-0.2%,u
CCOc1ccc(C2(C)CC(=O)N(C)C2=O)cc1 (stereo not drawn),10%,x,8%,-1%,i,-2%,5%,-0.2%,-3%
O=C(NC(=S)Nc1ccc2[nH]c(=O)[nH]c2c1)c1ccccc1[N+](=O)[O-],18%,-1%,1%,-1%,i,-9%,3%,2.3%,6%
COCCCNc1nc2c(-c3cccc(C(F)(F)F)c3)nnn2c2ccccc12,6%,4%,0%,20%,i,-1%,8%,u,u

# In a second layout: results already given
SMILES	EPAC2 antag	ATXN2 expr inh	HepG2 viability	A549 viability	S2 tox	Nrf2 block	TGFb SMAD3 inh	Nrf2 ARE act	MCF10A rerep
CC1COC2C(O1)N(S(C)(=O)=O)CCN2S(C)(=O)=O (stereo not drawn)	-1%	6%	-31%	u	i	8%	7%	-0.8%	13%
O=C(c1ccccc1)c1ccc(N2CCN(C(=O)c3cccc(F)c3F)CC2)c(F)c1	-2%	-27%	-34%	-3%	i	u	u	-0.7%	u
Cn1c2ccccc2c2ncn(Cc3ccco3)c(=O)c21	9%	-12%	-14%	-9%	i	-8%	-18%	u	6%
COc1ccccc1N1CCN(C2CC(=O)N(c3cccc(Br)c3)C2=O)CC1 (stereo not drawn)	19%	0%	-5%	0%	i	-7%	-7%	0.2%	6%
Cc1cc(C)c(C)c(OCCNCc2ccccc2)c1	-4%	-28%	-33%	2%	u	-9%	-26%	4.1%	u
COc1ccc(CNc2nc3ccccc3n2Cc2ccc(C)cc2)cc1OC	-2%	-16%	-28%	-16%	i	-15%	4%	-0.9%	u
COc1ccc2[nH]cc(CCNC(=O)C3CCCO3)c2c1 (stereo not drawn)	0%	-10%	-16%	13%	i	9%	-7%	-0.2%	u
CCOc1ccc(C2(C)CC(=O)N(C)C2=O)cc1 (stereo not drawn)	10%	x	8%	-1%	i	-2%	5%	-0.2%	-3%
O=C(NC(=S)Nc1ccc2[nH]c(=O)[nH]c2c1)c1ccccc1[N+](=O)[O-]	18%	-1%	1%	-1%	i	-9%	3%	2.3%	6%
COCCCNc1nc2c(-c3cccc(C(F)(F)F)c3)nnn2c2ccccc12	6%	4%	0%	20%	i	-1%	8%	u	u

# Next part
SMILES,EPAC2 antag,ATXN2 expr inh,HepG2 viability,A549 viability,S2 tox,Nrf2 block,TGFb SMAD3 inh,Nrf2 ARE act,MCF10A rerep
Oc1ccc(/C=N/N2CCN(c3ccccn3)CC2)cc1,1%,x,18%,u,i,13%,39%[activator],3.2%,u
CCc1ccc(-c2nn(CC(=O)NCc3ccccc3)c3c2cnc2ccc(C)cc23)cc1,x,8%,5%,1%,i,17%,4%,-0.5%,x
O=C(Nc1ccc(S(=O)(=O)NC2CCCCC2)cc1)c1ccc(Br)o1,0%,-24%,-46%,-13%,i,15µM*,u,-0.1%,-2%
O=C(C1CC1)N1CCc2cc(S(=O)(=O)NCCCN3CCCCC3)ccc21,-11%,2%,-12%,1%,i,-4%,29%,3.4%,u
CN(C)C(=O)CSc1nnc2sc3ccccc3n12,10%,23%,4%,-2%,i,x,1%,5.4%,-3%
Cc1nn(-c2cc(N3CCOCC3)ccc2N)c(=O)c2ccccc12,0%,0%,0%,-3%,i,13%,7%,-0.2%,-2%
COC(=O)c1ccc(Cn2cnc3c(cnn3-c3ccc(Cl)cc3)c2=O)o1,0%,-12%,-9%,-3%,i,-15%,-21%,-1.1%,u
COc1ccccc1C(O)(C(=O)NN(C)c1ccccc1)c1ccccc1OC,5%,5%,6%,3%,i,0%,11%,0.6%,5%
Oc1ccc(C[C@H]2CNCCN2CCc2cc(C(F)(F)F)cc(C(F)(F)F)c2)cc1,40%[activator],u,-108%,-7%,x,8%,u,-2.0%,-7%
COc1ccc(N2CC(C(=O)Nc3cc(C)on3)CC2=O)cc1 (stereo not drawn),-1%,-3%,-3%,4%,i,6%,u,-0.3%,0%
CCN(Cc1nc2cc(Cl)ccc2c(=O)[nH]1)C(=O)c1nn(C)c(=O)c2ccccc12,6%,-19%,1%,-14%,i,4%,-4%,-0.3%,-2%
CCN(CC)CC#CC(O)(c1ccccc1)c1ccccc1,2%,-20%,15%,-6%,i,-4%,-3%,-0.5%,u
CC(C)N(Cc1ccccc1)C(=O)COC(=O)c1ccc(O)cc1,3%,-6%,1%,0%,i,18%,9%,-0.2%,-5%
COc1ccc(S(=O)(=O)c2cnc3ccc(OC)cc3c2N2CCC3(CC2)OCCO3)cc1,-4%,-7%,0%,-1%,i,-18%,4%,0.1%,5%
Cc1ccccc1NC(=O)C(C)OC(=O)CNS(=O)(=O)c1ccc(C#N)cc1 (stereo not drawn),9%,5%,6%,2%,i,4%,3%,0.4%,0%
CCS(=O)(=O)/N=C(\N)c1ccccc1,3%,-4%,6%,1%,i,-2%,7%,0.2%,-9%
Cc1ccc(NC(=O)CN(C)C(=O)c2ccc(Cl)c([N+](=O)[O-])c2)cc1,-7%,-3%,-6%,0%,i,7%,-12%,2.2%,3%
C=CCn1c(SCC(=O)Nc2ccc(C(=O)OCC)cc2)nnc1-c1cccs1,-4%,1%,-23%,-4%,i,-29%,2%,1.5%,18%
CC(=O)Nc1cccc(-c2ccnc3c2CC(C(=O)NCc2cccc(Cl)c2)O3)c1 (stereo not drawn),11%,-30%,-20%,x,u,x,3%,3.0%,x
CCN1CCN(C(=O)CS(=O)(=O)Cc2nc(-c3cccc(OC)c3)oc2C)CC1,3%,4%,8%,1%,i,-12%,4%,3.2%,-1%
C/C(N)=C(/C#N)C(=O)CSc1nnc(Nc2cccc(C)c2C)s1,-15%&-3%,47%&43%[activator],2%&21%,2%&-12%,i,-6%&-21%,2%&-22%,9.8%&2.3%,16%&0%
O=C(N[C@@H](Cc1ccc(Br)cc1)C(=O)O)OCC1c2ccccc2-c2ccccc21,-27%,-24%,-24%,-3%,i,-7%,u,-0.6%,20%
O=C(NCc1cccnc1)C(=O)Nc1nc(C23CC4CC(CC(C4)C2)C3)cs1,4%,-35%,-41%,4%,i,-7%,0%,3.4%,u
CCN(CC(=O)Nc1ccccc1OC)CC(=O)Nc1sccc1C#N,0%,-9%,3%,-7%,i,-14%,-7%,0.8%,-2%
CCN(CC)S(=O)(=O)c1ccc(C(=O)N=c2sc3cccc(OC)c3n2C)cc1,x,3%,-6%,-3%,i,8%,-10%,0.1%,x
CCOC(=O)c1cc(S(=O)(=O)N2CCN(c3cccc(C)c3)C(C)C2)[nH]n1 (stereo not drawn),x,-14%,-24%,13%,i,x,u,-1.2%,x
N#CCCn1cc(C(=O)O)c(-c2ccc3ccccc3c2)n1,-1%,-4%,-7%,5%,i,11%,-13%,-0.4%,-10%
CC1C(c2ccccc2)=NNc2nc3c(c(=O)n(C)c(=O)n3C)n21 (stereo not drawn),3%,-3%,8%,7%,i,-10%,-5%,-0.2%,-4%

# Single records (already shown).
# COCCCNc1nc2c(-c3cccc(C(F)(F)F)c3)nnn2c2ccccc12 is entered as EPAC2 antag = 6%; ATXN2 expr inh = 4%; HepG2 viability = 0%; A549 viability = 20%; S2 tox = i; Nrf2 block = -1%; TGFb SMAD3 inh = 8%; Nrf2 ARE act = u; MCF10A rerep = u
# Cc1ccc(C(=O)ONc2ccc(N=O)cc2)cc1 is entered as EPAC2 antag = -1%; ATXN2 expr inh = 5%; HepG2 viability = 1%; A549 viability = -1%; S2 tox = i; Nrf2 block = 1%; TGFb SMAD3 inh = -1%; Nrf2 ARE act = 0.2%; MCF10A rerep = -2%

# These rows are one share of the data; count on the stated rates, not on these rows.
